Compound activity deposited in PubChem by several laboratories.
M4 PAM = CHRM4 positive allosteric modulation | P08173 | CHO-K1 hM4/Gqi5, Fluo-8 calcium fluorescence, ACh EC20; 0% = ACh EC20, 100% = maximal ACh | activation, % at 3 µM | 0.4% of 360,000 active;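 active = activation above its plate's cutoff, the mean activation of sample wells plus 3 SD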; also: some results filed as inactive read as strong as hits
M5 PAM = CHRM5 positive allosteric modulation | P08912 | CHO-K1 hM5, Fluo-8 calcium, ACh EC20 PAM; 0% = ACh EC20, 100% = ACh EC100 | activation, % at 3 µM | 0.3% of 360,000 active;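 active = activation above the run cutoff, the mean activation of all test compounds plus 3 SD, cut at about 18% in these data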
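Test system: CHO-K1 hM5 cells / Doses: single-point, 3 µM nominal / Times: Post-acetylcholine fluorescence recording 140 s / Technique: Fluo-8 calcium fluorescence / Measure: Max/basal fluorescence ratio as % of EC20–EC100 ACh window / Benchmarks: low control EC20 acetylcholine (0%), high control EC100 acetylcholine (100%) / Replicates: one well per compound, no replicates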
M4 ag = agonists of human muscarinic M4 receptor (CHRM4); AID 624127; activation, % at 3 µM; 0.14% of 360,000 active; CHO-K1 hM4/Gqi5, Fluo-8 calcium fluorescence; vehicle 0%, full acetylcholine response 100%;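 active = activation above the run mean over all test wells plus 3 SD, cut at about 32% in these data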;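 also: peak over basal fluorescence ratio per well then scaled between controls; 0% = DMSO wells and 100% = acetylcholine at EC100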
CRFBP-R2 agonist = CRF-BP/CRF-R2 complex agonism. HEK293 CRF-R2/CRF-BP, calcium dye fluorescence (FLIPR); percent of saturating CRF peptide response. activation, % at 13.2 µM. 0.46% of 350,000 active. AID 588473;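 active = activation of at least 50%, plus an integration ratio under a set limit after plate pattern correction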;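 also: plate controls were neutral control wells without compound for no effect and CRF at EC100 for full effect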
IDE inh = inhibitors of human insulin-degrading enzyme in cells. HEK cells, FAbetaB cleavage, fluorescence polarization. 0.41% of 320,000 active. inhibition, % at 5.59 µM. P14735;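 active = percent inhibition above the average of all tested compounds plus 3 SD, set per screening campaign, cut at about 16% in these data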;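 also: IDE supplied by intact live HEK cells; FP after avidin binding of uncleaved biotin substrate so inhibition keeps polarization high; 0% = DMSO wells and 100% = 60 µM reference IDE inhibitor Ii1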
Target sequence (P14735 whole entry, looked up): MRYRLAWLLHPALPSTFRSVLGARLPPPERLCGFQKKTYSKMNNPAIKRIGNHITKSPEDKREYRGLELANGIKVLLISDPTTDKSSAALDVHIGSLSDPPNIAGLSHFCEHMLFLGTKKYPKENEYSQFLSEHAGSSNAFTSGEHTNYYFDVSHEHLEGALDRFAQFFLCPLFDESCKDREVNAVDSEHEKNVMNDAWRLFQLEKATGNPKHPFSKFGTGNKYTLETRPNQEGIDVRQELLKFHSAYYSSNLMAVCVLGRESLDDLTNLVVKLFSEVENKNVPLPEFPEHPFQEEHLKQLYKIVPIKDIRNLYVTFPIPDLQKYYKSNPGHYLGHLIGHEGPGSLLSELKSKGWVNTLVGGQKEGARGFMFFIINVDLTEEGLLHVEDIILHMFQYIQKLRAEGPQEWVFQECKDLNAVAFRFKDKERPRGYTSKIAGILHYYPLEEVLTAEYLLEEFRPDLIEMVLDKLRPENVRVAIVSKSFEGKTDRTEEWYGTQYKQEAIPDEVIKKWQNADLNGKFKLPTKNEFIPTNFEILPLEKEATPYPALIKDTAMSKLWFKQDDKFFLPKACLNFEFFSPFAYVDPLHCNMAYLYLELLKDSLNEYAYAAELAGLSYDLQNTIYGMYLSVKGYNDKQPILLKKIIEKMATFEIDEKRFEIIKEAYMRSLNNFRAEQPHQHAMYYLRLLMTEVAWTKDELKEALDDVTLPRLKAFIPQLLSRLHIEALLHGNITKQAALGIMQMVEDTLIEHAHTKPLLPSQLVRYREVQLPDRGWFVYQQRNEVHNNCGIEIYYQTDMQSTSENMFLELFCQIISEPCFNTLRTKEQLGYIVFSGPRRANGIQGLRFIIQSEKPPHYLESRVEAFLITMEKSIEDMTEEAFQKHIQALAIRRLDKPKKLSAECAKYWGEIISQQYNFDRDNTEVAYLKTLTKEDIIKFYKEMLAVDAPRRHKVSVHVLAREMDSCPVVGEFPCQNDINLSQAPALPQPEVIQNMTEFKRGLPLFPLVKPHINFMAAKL
M5 antag = blocks acetylcholine activation of human M5 receptor. inhibition, % at 3 µM. AID 624040. CHO-hM5 cells, Fluo-8 calcium fluorescence, ACh EC80. 0.59% of 360,000 active;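 active = inhibition above a per-plate cutoff, the mean of that plate's test compounds plus 3 SD, cut at about 27% in these data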;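 also: 0% = acetylcholine EC80 with DMSO and 100% = DMSO without agonist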
M5 ag = agonists of human muscarinic M5 receptor (CHRM5) | P08912 | CHO-K1 hM5 cells, Fluo-8 calcium fluorescence; 0% DMSO wells, 100% maximal acetylcholine response | activation, % at 3 µM | 0.19% of 360,000 active;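 active = activation above the run's mean over test compounds plus 3 SD, cut at about 23% in these data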;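 also: signal is peak over basal fluorescence ratio across the kinetic read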
CHRM4 antagonist = blocks acetylcholine activation of human M4 receptor. P08173. CHO-hM4 cells, ACh EC80, Fluo-8 calcium fluorescence. inhibition, % at 3 µM. 0.73% of 360,000 active. AID 624125;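 active = inhibition above its plate's cutoff, the mean inhibition of sample wells plus 3 SD, cut at about 27% in these data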;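 also: 0% = acetylcholine EC80 with DMSO and 100% = DMSO without agonist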
CRFR2-BP antag = blocks CRF-induced signaling of the CRF-BP/CRF-R2 complex; inhibition, % at 11.8 µM; HEK293 CRF-R2/CRF-BP, CRF-induced calcium fluorescence; 0.59% of 350,000 active;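 active = inhibition of the ligand-induced calcium signal above about 50% at the single tested concentration, limit read from the data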
* = called active by the depositor; / = no result given.

M4 ag	CRFR2-BP antag	M5 PAM	M5 antag	M5 ag	CHRM4 antagonist	CRFBP-R2 agonist	IDE inh	molecule	M4 PAM
2	/	-3	5	-1	-8	/	/	CC(=O)NC(c1cccc(F)c1)c1nc(-c2ccccc2)cs1 (stereo unspecified)	16
8	-8	3	2	-2	-6	0.3	-2	Cc1ccc(OCCC(=O)OCC(=O)Nc2cc(S(=O)(=O)N(C)C)ccc2C)cc1	9
0	-8	1	3	-4	-13	0.2	8	O=C(Nc1ccc(F)cc1F)C1(c2cccs2)CCOCC1	14
0	1	1	-1	1	11	1.0	7	CC1(C)OC(=O)N2CCc3ccccc3C21C (stereo unspecified)	3
1	5	-1	-1	-4	-11	-1.6	-2	CC(C)NCC(O)COc1c(F)cc(Br)cc1F (stereo unspecified)	2
0	-9	2	7	-2	0	2.4	0	COc1ccc(CCNC(=O)CC(Cc2ccccc2)C(=O)O)cc1OC (stereo unspecified)	3
0	21	-1	15	2	9	-1.0	-8	Cc1ccnc2nc(C(=O)OCC(=O)c3ccc(NC(=O)CC(C)C)cc3)nn12	-3
0	-43	4	-4	1	-2	1.6	1	COc1ccc(C(=O)c2cc(C(C)=O)c(Nc3ccccc3)s2)cc1	5
0	11	12	-10	3	-2	-1.0	-1	O=C(Cc1n[nH]c(=O)[nH]c1=O)N/N=C/c1ccccc1O	8
2	9	-4	-5	4	-12	-0.5	5	O=C(c1nc2nc(-c3ccccc3)cc(C(F)(F)F)n2n1)N1CCCCC1	-5
1	-7	2	0	-1	-12	-1.1	-2	COc1ccc(NC(=O)CSc2nnc(NC(=O)C3CCC3)s2)c(OC)c1	4
1	/	-3	0	-1	-5	/	/	CC(=O)NC(c1ccccc1)c1nc(-c2cc3ccccc3o2)cs1 (stereo unspecified)	-2
1	-4	4	-9	-1	-11	0.6	/	CN(C)C(=O)CCc1ccc2c3c([nH]c2c1)[C@]1(C)[C@@H](C(=O)N2CCCCC2)C[C@H](CC(=O)NCCCn2ccnc2)C(=O)N1CC3	3
0	-26	3	-2	-1	4	-0.7	-3	Cc1ccc(C)c(NC(=O)Cn2nc([N+](=O)[O-])c(Br)c2C)c1	-3
2	19	-3	2	-2	-9	1.7	-2	O=C(CN1C(=O)CSc2ccccc21)Nc1ccccc1C(=O)N1CCOCC1	9
1	2	7	-7	2	3	-0.3	3	COc1ccc(O)c(/C=N/N=C/c2cccc([N+](=O)[O-])c2)c1	2
1	-29	-3	3	0	1	-0.2	-4	CN1CCN(S(=O)(=O)c2ccc3ccccc3c2)CC1	1
1	19	1	-2	-6	8	-1.3	3	Fc1ccc(Cn2nnnc2CN2CCN(C3CCCCC3)CC2)cc1	-6
2	-10	0	6	-1	-11	-0.8	9	COc1ccc2ccc(=O)oc2c1CC(O)C(C)(C)O (stereo unspecified)	5
0	/	1	6	0	10	/	/	CC1(C(=O)NS(=O)(=O)c2cccc(F)c2)CCN1C(=O)Cc1ccc(Cl)cc1Cl (stereo unspecified)	-3
2	20	5	8	-3	-5	-3.7	/	COc1ccc(C(=O)C(C)C(C)=O)c(OCc2ccccc2)c1OC (stereo unspecified)	2
3	-4	-5	-2	6	2	0.5	-7	CC(=O)c1cccc(NC(=O)c2ccccc2N(Cc2ccccc2)S(C)(=O)=O)c1	1
12	-6	-7	8	2	12	0.2	1	Cc1ccc(C(=O)N(C)CC(=O)Nc2ccc(Cl)c(C(F)(F)F)c2)cc1S(=O)(=O)N1CCCCC1	-4
6	-4	3	3	4	-1	0.3	2	Cc1cccc(C(=O)Nc2nnc(SCC(=O)NC3CC3)s2)c1	7
11	12	-8	-4	0	1	-2.3	5	Nc1ccc(C(=O)NCCCSc2ccccc2)cc1[N+](=O)[O-]	2
0	2	7	-4	-5	-5	-0.5	0	O=C(CCc1c[nH]c2ccccc12)NC(Cc1c[nH]c2ccccc12)C(=O)O (stereo unspecified)	4
0	-25	12	-7	-2	2	1.2	26*	S=C(Nc1ccccc1)Nc1nc2ccccc2n1CCOc1ccc(Br)cc1	5
1	-4	2	7	-2	-1	0.9	5	CN(C)S(=O)(=O)c1ccc(C(=O)OCC(=O)NCc2ccco2)cc1	7
-1	-22	2	8	-5	3	0.8	2	COc1ccc(C(=O)On2c(-c3ccc(Br)cc3)nc3ccccc3c2=O)cc1	-1
1	-11	-8	2	0	0	3.8	3	NC1=NC(=O)/C(=C/c2cn(CCC(=O)O)nc2-c2ccc(F)cc2)S1	0
1	6	-10	12	-1	7	1.3	3	COc1ccccc1NC(=O)Cn1nnc(-c2ccccc2NC(=O)c2cccs2)n1	-6
2	3	-4	9	-3	-9	-0.8	6	COc1ccc([N+](=O)[O-])cc1NC(=O)CCN1CCN(c2ccccc2OC)CC1	10
1	-10	-7	19	-3	4	0.5	-1	COc1ccc(-c2nc(CSCC(=O)NC3CC3)c(C)o2)cc1OC	3
1	-2	-1	6	-2	-6	2.2	1	CCCCn1c(N)c(N(CCC(C)C)C(=O)CSc2nnc(Nc3ccccc3)s2)c(=O)[nH]c1=O	4
0	9	-6	-1	2	18	-0.1	5	O=C1CCc2cc(S(=O)(=O)N3CCC(C(=O)NC4CCCC4)CC3)ccc2N1	-5
3	0	-2	-3	-6	-10	-0.6	7	Cc1onc(-c2ccccc2)c1C(=O)N/N=C/C=C/c1ccccc1	2
-1	21	-1	5	3	11	0.6	0	CC(Cc1ccccc1)NC(=O)C1CCCNC1=O (stereo unspecified)	-3
3	11	10	-6	0	8	-1.4	/	O=C(O)C1CCCCC1C(=O)Nc1ccc(S(=O)(=O)N2CCOCC2)cc1 (stereo unspecified)	1
0	2	-4	6	2	-9	-0.9	2	Cc1cc(C)c2c(=O)[nH]cnc2n1	0
10	2	-5	8	0	-11	1.1	4	CCOc1ccc(N(CC(=O)NCCOc2ccccc2OC)S(=O)(=O)c2ccccc2)cc1	-1
3	12	-10	7	2	1	-3.5	1	Cc1ccc2c(c1)N(CC(=O)NCCC1=CCCCC1)C(=O)c1cccnc1O2	-2
2	-10	-3	2	-5	1	-0.7	-3	CSc1nc2ccc(NC(=O)C3CC(=O)N(Cc4ccco4)C3)cc2s1 (stereo unspecified)	-7
9	0	3	-8	-8	-6	1.8	5	O=C(NCc1csc(-c2ccccc2)n1)c1cc(F)cc2c1OCOC2	-7
-1	33	2	1	1	9	-0.9	1	CC(Oc1ccccc1)C(=O)Nc1ccccc1F (stereo unspecified)	-8
1	-11	10	-11	2	-1	6.5	-1	Cc1ccc(OCC(=O)N2CCOCC2)cc1C	15
1	-4	-6	5	3	0	1.9	-2	CC12CCC(=O)N1C(C(=O)NNC(=O)c1ccc(Cl)cc1)CS2 (stereo unspecified)	5
0	11	1	-3	0	3	-0.5	8	CC(C)c1ccc(C(=O)NNC(=O)C2CC=CCC2C(=O)O)cc1 (stereo unspecified)	5
3	13	-5	6	-5	2	-4.5	6	CCCCSCCCNC(=O)c1ccc(CS(=O)(=O)c2ccccc2OC)o1	-4
1	1	4	4	1	2	0.0	1	COc1cc(C(=O)NCCNC(=O)c2cnccn2)cc(OC)c1OC	-2
0	4	1	1	0	8	0.7	0	COc1ccc(C(=O)NCC(=O)NCC2(N(C)C)CCCCC2)cc1OC	-2

Some of these compounds in order of the CRFR2-BP antag value, high to low:
SMILES | M4 ag | CRFR2-BP antag | M5 PAM | M5 antag | M5 ag | CHRM4 antagonist | CRFBP-R2 agonist | IDE inh | M4 PAM
O=C(CCc1c[nH]c2ccccc12)NC(Cc1c[nH]c2ccccc12)C(=O)O (stereo unspecified) | 0 | 2 | 7 | -4 | -5 | -5 | -0.5 | 0 | 4
Cc1onc(-c2ccccc2)c1C(=O)N/N=C/C=C/c1ccccc1 | 3 | 0 | -2 | -3 | -6 | -10 | -0.6 | 7 | 2
CSc1nc2ccc(NC(=O)C3CC(=O)N(Cc4ccco4)C3)cc2s1 (stereo unspecified) | 2 | -10 | -3 | 2 | -5 | 1 | -0.7 | -3 | -7

Going on with the list:
M4 ag	CRFR2-BP antag	M5 PAM	M5 antag	M5 ag	CHRM4 antagonist	CRFBP-R2 agonist	IDE inh	molecule	M4 PAM
0	-20	-2	5	-1	9	-0.1	-3	CCOC(=O)C1=C(C)N=C2SCCC(=O)N2C1c1cc(Br)ccc1OC (stereo unspecified)	-3
11	-18	-2	0	1	-24	-0.2	/	Cc1ccc(CNC(=O)c2ccc(S(=O)(=O)N3CCCC3)cc2)cc1	2
3	0	6	3	-1	2	1.0	6	O=C(COC(=O)c1ccc(Cl)cc1O)NC(=O)C1CCCCC1	-1
0	-5	0	3	1	5	1.4	-2	CCc1ccc(OCCSc2nc3ccccc3n2CC(=O)O)cc1	-1
0	2	-6	10	-4	-1	-1.6	-2	COc1ccc(CCN(C)CC(O)COc2ccc(C(C)=O)cc2OC)cc1OC (stereo unspecified)	4
19	1	-10	-8	-1	-10	4.0	-1	C/C(=N\NC(=O)c1ccncc1)c1cccc(NC(=O)c2ccc(C(C)(C)C)cc2)c1	-9
5	-6	-5	-1	-3	-10	-1.1	/	O=C(Nc1ccn(CCCNCC(c2ccccc2)c2ccccc2)c(=O)n1)OCc1ccccc1	-9
9	1	-2	-6	2	-11	-0.1	/	COc1ccc(Cc2nc3ccc(C(=O)NCCc4ncccc4C)cc3o2)cc1OC	-2
1	-29	-6	10	-1	7	20	10	O=C(OCCCN=C1NS(=O)(=O)c2ccccc21)c1ccc(F)cc1	-12
1	-12	-6	10	-3	2	-2.5	/	COc1ccc(C)cc1NS(=O)(=O)c1ccccc1	2
0	0	3	0	2	-3	1.1	7	O=C(c1ccc2c(=O)n3c(nc2c1)CCC3)N1CCN(S(=O)(=O)c2cccc(F)c2)CC1	2
12	-24	-4	6	6	4	2.7	2	CCc1cccc2c(C(=O)CN3C(=O)C(=O)N(C4CCCC4)C3=O)c[nH]c12	-4
0	-19	4	8	-5	2	2.4	-8	c1ccc(-c2nc(-c3ccncc3)no2)cc1	-6
17	-8	-12	6	0	5	0.2	3	Cc1ccc(NC(=O)c2cccc(NC(=O)/C=C/c3ccco3)c2)cc1C	-15
1	14	7	-3	5	-5	0.3	2	COC(=O)CCNC(=O)c1ccc2nc(Cc3ccc(OC)cc3)oc2c1	6
5	-13	4	4	1	-6	2.1	4	CN(C)CCNc1nc2sc3c(c2c(=O)n1-c1ccc(F)cc1)CCCCC3	0
0	2	0	-1	1	-5	-0.3	0	Cc1c(/C=N/n2cnnc2)c2ccccc2n1C	5
2	4	1	4	-1	-9	-1.7	-6	CCOC(=O)CNC(=O)CSc1nnc(NC(=O)c2ccccc2Cl)s1	4
1	-2	1	-1	0	10	-1.8	3	Fc1cccc(CNCc2ccc3c(c2)OCO3)c1	-2
2	5	1	6	-13	4	-3.3	10	OC(Cc1ccncc1)(c1ccccc1)c1ccccc1	-7
0	16	-10	0	-2	5	1.6	-3	COC(=O)c1cc2occc2n1Cc1nc(-c2ccccc2C)oc1C	-10
1	-6	0	7	-4	-4	-0.4	-4	Cc1ccc2oc(=O)c3cc(C(=O)NCCCN4CCN(C)CC4)sc3c2c1	10
1	-12	-6	4	0	-4	-2.3	1	COc1ccc(OC)c(C2=NO[C@@H]3C(=O)N(c4cc(Cl)ccc4OC)C(=O)[C@H]23)c1	1

Part of the list above in a different format.
SMILES,M4 ag,CRFR2-BP antag,M5 PAM,M5 antag,M5 ag,CHRM4 antagonist,CRFBP-R2 agonist,IDE inh,M4 PAM
Cc1ccc(NC(=O)c2cccc(NC(=O)/C=C/c3ccco3)c2)cc1C,17,-8,-12,6,0,5,0.2,3,-15
COC(=O)CCNC(=O)c1ccc2nc(Cc3ccc(OC)cc3)oc2c1,1,14,7,-3,5,-5,0.3,2,6
